Screening results (PubChem BioAssay)
Tb PYK inh: T. brucei pyruvate kinase inhibition; Q57TT1; AID 624173; hit rate 0.12% among 410,000; TbPYK enzyme, Kinase-Glo Plus ATP luminescence, 45 min; Potency, µM (highest dose often 76.8 µM), without a hit: top-dose activity, negative = inhibition, most hits filed as inhibitors; also: nearly all actives have a fitted effect of over 50% in size
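Assay buffer: 50 mM TEA pH 7.2, 100 mM KCl, 10 mM MgCl2, 0.05% BSA, 0.01% Tween-20. Pyruvate kinase from T. brucei plus substrate met compound, then ADP (130 uM final). Luminescence was read post 45 min RT.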
Sm TGR block: blocks Schistosoma mansoni thioredoxin glutathione reductase. Q962Y6. purified TGR, DTNB reduction, TNB absorbance 405 nm. Potency, µM (top dose mostly 114 µM), inactives show top-dose activity change, negative = inhibition, hits mostly inhibitors. hit rate 3% among 360,000. AID 485364; also: nearly all actives have a fitted effect of over 60% in size
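Kinetic colorimetric format: TGR-catalysed, NADPH-driven DTNB reduction monitored via TNB absorbance. Enzyme dispensed at 20 nM; compound exposure 15 min at room temperature before reaction start.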
Pf growth 96h: inhibits malaria parasite growth, 96 h. P. falciparum luciferase reporter growth, 96 h. Potency, µM (series often up to 28.7 µM), for inactives: top-dose activity change, negative = inhibition, most hits filed as inhibitors. hit rate 6.9% among 320,000
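Delayed-death screen, second-generation endpoint: infected erythrocytes, 2% hematocrit, 0.05% parasitemia final; 96 hours at 37 C, 5% CO2; luciferase detection reagent; luminescence decrease equals reduced growth.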
LmPK inh: blocks Leishmania mexicana pyruvate kinase activity. Q27686. purified LmPK, Kinase-Glo ATP luminescence, 1 h. Potency, µM (series often up to 57.5 µM), for inactives: at the top dose activity change, negative = inhibition, hits mostly inhibitors. hit rate 0.37% among 290,000. AID 1721
Target sequence (Q27686 whole entry, looked up): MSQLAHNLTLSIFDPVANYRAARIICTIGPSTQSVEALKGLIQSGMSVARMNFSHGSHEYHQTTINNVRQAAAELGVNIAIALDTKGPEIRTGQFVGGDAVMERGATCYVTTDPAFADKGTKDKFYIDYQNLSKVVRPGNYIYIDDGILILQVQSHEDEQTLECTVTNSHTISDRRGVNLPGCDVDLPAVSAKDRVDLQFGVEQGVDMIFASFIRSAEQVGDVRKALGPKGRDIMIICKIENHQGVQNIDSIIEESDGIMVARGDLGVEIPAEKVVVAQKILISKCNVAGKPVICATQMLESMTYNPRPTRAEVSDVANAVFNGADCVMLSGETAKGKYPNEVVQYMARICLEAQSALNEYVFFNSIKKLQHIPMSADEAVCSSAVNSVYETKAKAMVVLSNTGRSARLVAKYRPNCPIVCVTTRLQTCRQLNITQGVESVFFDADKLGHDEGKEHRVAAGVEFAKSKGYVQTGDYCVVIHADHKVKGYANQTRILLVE
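Purified LmPK (0.1 nM) converted ADP (0.1 mM) to ATP with PEP (0.5 mM) in imidazole buffer pH 7.2 with KCl and MgCl2, 1 h at room temperature. ATP was read by Kinase-Glo luminescence; data normalized to uninhibited and no-enzyme controls.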
Pf growth 48h: inhibits P. falciparum growth in the first generation, 48 h | P. falciparum luciferase growth in erythrocytes, 48 h | Potency, µM (series often up to 28.7 µM), without a hit: top-dose activity change, negative = inhibition, usual class: inhibitors | hit rate 5.9% among 310,000
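Read-out is firefly luciferase luminescence from an integrated reporter in P. falciparum, so falling signal marks reduced parasite growth. Infected erythrocytes were at 2% hematocrit and 0.1% parasitemia (final) in Albumax-supplemented RPMI 1640.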
HCV inh: inhibitors of hepatitis C virus infection | hit rate 3.4% among 340,000 | Huh7.5.1 HCVcc-Cre infection, luciferase reporter, 44 h | Potency, µM (series often up to 41.8 µM), inactives show top-dose activity change, negative = inhibition, hits mostly inhibitors
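After 44 h co-culture of compound, cells and HCVcc-Cre (~0.5 moi), substrate is added for 15 min at room temperature and luciferase measured over 15 sec. Cells were seeded at 1,000/well and pre-cultured 4 h.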
Active calls of the source: *; u = inconclusive; x = no result given; & = joins results of further samples; [ ] = remark or other dose. Calls follow the shape of the dose curve; as a rule, active = well fitted curve in the direction sought with a large enough effect; inconclusive = small, poorly fitted or top-dose-only effect, or another doubt; inactive = no such curve, though single readings can be large; an effect the other way counts as inactive or inconclusive. % is scaled to controls: 0 for no effect and ±100 for the full control effect; potency is read from the fitted curve at half-maximal effect.

(1) CCN(CC(=O)Nc1ccc(NC(C)=O)cc1)C(=O)c1oc2ccccc2c1C
(2) CCOc1ccc(C(=O)CCC(=O)NC(CC(C)C)C(=O)OC)cc1 (stereo unspecified)
(3) Cc1cc(NC(=O)CCN2CCC(C(N)=O)CC2)ccc1Br
(4) Cc1cc(-c2nn(-c3ccccc3F)cc2CNCCc2cnc[nH]2)c(C)s1
(5) COc1ccc(C(=O)Oc2ccc[nH]c2=O)cc1
(6) COC(=O)CC1C(=O)NCCN1C(=O)c1ccc2oc(C(C)C)nc2c1 (stereo unspecified)
(7) CCOC(=O)C1=C(O)/C(=C/c2cccc(OC)c2O)N=C1C
(8) COc1ccc2c(=O)c(N3C(=O)c4ccccc4C3=O)coc2c1
(9) CC(C)Cn1c(N)c(C(=O)COC(=O)C2=COCCO2)c(=O)n(C)c1=O
(10) COc1ccc(-c2cc(-c3nnc(COC(=O)c4ccc(O)cc4)o3)c3ccccc3n2)cc1OC
entry no.,1,2,3,4,5,6,7,8,9,10
Tb PYK inh,-7%,0%,1%,2%,-2%,3%,-23%,-4%,-2%,-2%
Sm TGR block,-6%,-3%,-3%,-11%,-8%,-12%,x,-2%,0%,7%
Pf growth 96h,38%[activator],-11%,1%,u,13%,15µM*,27%,94%[activator],209%[activator],u
LmPK inh,x,9%,8%,1%,-12%,-8%,-4%,5%,1%,1%
Pf growth 48h,37%[activator],-9%,x,u,u,7%,15%,52%[activator],17%,9.3µM*
HCV inh,6%,7%,-11%,8%,11%,11%,25%,-23%,u,u

(11) CCCc1nnc(SCC(=O)Nc2ccc(OC)cc2)o1
(12) COc1ccc(NS(=O)(=O)c2cc(N/C(=N\S(=O)(=O)c3ccccc3)c3ccc(F)cc3)ccc2Cl)cc1
(13) COC(=O)c1ccc(NC(=O)CSCc2ccccc2)cc1
(14) CCC(C(=O)NC1CCCC1)N(C(=O)Cn1nnc(-c2ccc(C)o2)n1)c1ccccc1OC (stereo unspecified)
(15) CCCCNC(=S)N/N=C/c1ccc(C)s1
(16) CSc1ccc(Cl)c(C(=O)OCC(=O)NCc2ccco2)c1
(17) C=CCN1C(=O)/C(=C\c2cccc(OC(=O)c3ccco3)c2)SC1=S
(18) CCN1C(=O)[C@H]2[C@@H](c3ccc(C)cc3)N3C(=O)N(c4cccc(Cl)c4)C(=O)[C@@]3(Cc3ccc(Cl)cc3)[C@H]2C1=O
(19) CCOC(=O)COc1ccc(Br)cc1/C=C/c1[nH]c(=O)[nH]c(=O)c1[N+](=O)[O-]
(20) O=C(c1cn(-c2ccccc2)nc1-c1cccs1)N1CCN(c2ccccc2)CC1
entry no.,11,12,13,14,15,16,17,18,19,20
Tb PYK inh,-5%,-4%,-4%,1%,1%,-2%,-2%,4%,3%,-2%
Sm TGR block,-24%,-4%,-7%,-15%,-5%,u,-18%,0%,u,4%
Pf growth 96h,43%[activator],10µM*,27%,13%,1.7µM*,x,14%,u,32%[activator],-19%[5.75 µM]
LmPK inh,-1%,3%,10%,1%,10%,7%,1%,x,1%,0%
Pf growth 48h,30%[activator],u,x,u,x,12%,-20%,u,u,2%
HCV inh,-4%,u,-2%,12%,-19%,5%,-16%,u,11%,7.1µM*

A draw from above in order of length of the SMILES, descending:
(18) CCN1C(=O)[C@H]2[C@@H](c3ccc(C)cc3)N3C(=O)N(c4cccc(Cl)c4)C(=O)[C@@]3(Cc3ccc(Cl)cc3)[C@H]2C1=O
(16) CSc1ccc(Cl)c(C(=O)OCC(=O)NCc2ccco2)c1
(13) COC(=O)c1ccc(NC(=O)CSCc2ccccc2)cc1
(11) CCCc1nnc(SCC(=O)Nc2ccc(OC)cc2)o1
entry no.,18,16,13,11
Tb PYK inh,4%,-2%,-4%,-5%
Sm TGR block,0%,u,-7%,-24%
Pf growth 96h,u,x,27%,43%[activator]
LmPK inh,x,7%,10%,-1%
Pf growth 48h,u,12%,x,30%[activator]
HCV inh,u,5%,-2%,-4%

Further structures follow:
(21) CC(NC(=O)C(=O)Nc1nccs1)c1ccccc1 (stereo unspecified)
(22) O=C(CN(C(=O)c1csnn1)c1ccc(F)cc1)NCCc1ccccc1
(23) COCCCN1C(=O)C(=O)/C(=C(/O)c2ccc(S(=O)(=O)N3CCCCC3)cc2)C1c1ccc(F)cc1 (stereo unspecified)
(24) Cn1c(=O)n(CC(=O)NCC2CCCO2)c(=O)c2c3c(sc21)CCCC3 (stereo unspecified)
(25) Cc1c(OC(C)C(=O)NCC(O)c2ccccc2)ccc2c3c(c(=O)oc12)CCC3 (stereo unspecified)
(26) COc1ccccc1N1CCN(C(=O)CCCCn2c(=O)[nH]c3ccsc3c2=O)CC1
(27) Cc1ccc(S(=O)(=O)N(CC(O)CN2CCCCC2)c2ccccc2)cc1 (stereo unspecified)
(28) CCC(Oc1ccc(F)cc1)C(=O)N1CCCCCCC1 (stereo unspecified)
(29) CC(C)(C)c1ccc2c(c1)OC(C(=O)N/N=C\c1ccc[nH]1)CO2 (stereo unspecified)
(30) O=C(c1cc2nc(-c3ccco3)cc(C(F)(F)F)n2n1)N1CCN(c2ccccc2)CC1
entry no.,21,22,23,24,25,26,27,28,29,30
Tb PYK inh,-16%,-6%,1%,4%,-12%,0%,2%,-22%,-7%,-2%
Sm TGR block,2%,-11%,0%,7%,2%,-23%,-35%,5%,6%,u
Pf growth 96h,17%,0%,u,-28%,10µM*,-14%,-14%,0%,33%[activator],u
LmPK inh,0%,-8%,7%,0%,1%,7%,0%,-2%,1%,3%
Pf growth 48h,9%,-6%,-24%,17%,13µM*,x,x,1%,u,u
HCV inh,1%,10%,12%,8%,u,-21%,7%,15%,1µM*,u

(31) O=C(NC(=S)Nc1cc(Cl)ccc1N1CCOCC1)c1ccccc1[N+](=O)[O-]
(32) CCC(=O)Nc1ccc(N2CCC(C)CC2)cc1
(33) CCOc1ccc(C(=O)Nc2nnc(C3=COCCO3)o2)cc1
(34) O=C(N/N=C\c1ccc(-c2ccc([N+](=O)[O-])cc2)o1)C1COc2ccccc2O1 (stereo unspecified)
(35) COc1ccc(N(CC(=O)NCc2ccco2)S(=O)(=O)c2c(C)nn(C)c2C)cc1
(36) Cc1ccc(S(=O)(=O)c2nc(S(C)(=O)=O)sc2N2CCCCCC2)cc1
(37) CC(NC(=O)NCCCn1ccnc1)(C(F)(F)F)C(F)(F)F
(38) COc1cccc(-n2c(COc3ccc(C)cc3)nnc2SCC(N)=O)c1
(39) CCC1(C)Cc2ccccc2-c2nc(-c3ccccc3)oc(=O)c21 (stereo unspecified)
(40) Cc1c(C)c(C)c(S(=O)(=O)N2CCNCC2)c(C)c1C
entry no.,31,32,33,34,35,36,37,38,39,40
Tb PYK inh,4%,-9%,7%,-5%,7%,3%,2%,3%,9%,1%
Sm TGR block,-9%,-2%,3%,-1%,-30%,1%,-8%,2%,6%,-1%
Pf growth 96h,-22%,10µM*,-28%,16%,54%[activator],u,x,x,x,-22%
LmPK inh,5%,-4%,-2%,2%,7%,-1%,11%,5%,3%,9%
Pf growth 48h,u,-17%,-22%,-28%,x,u,-5%,u,u,0%
HCV inh,-2%,7%,u,-8%,5%,2%,-7%,27%,u,3%

(41) Cn1cccc1C(C(=O)NC1CCCCC1)N(C(=O)Cc1cccs1)c1ccc2c(c1)OCO2 (stereo unspecified)
(42) CC(C)c1cc(CNC(=O)CC2C(=O)NCCN2CC2CCCCC2)on1 (stereo unspecified)
(43) CC(=O)c1ccc(OCc2ccc(C(=O)c3ccccc3)cc2)cc1
(44) CCOC(=O)C1=C(CC)Nc2ccccc2N=C1NC(=O)c1oc2ccccc2c1C
(45) Cn1cnnc1SCC(=O)Nc1ccccc1Sc1ccccc1
(46) O=C(COc1cc(F)ccc1[N+](=O)[O-])Nc1cccc(Br)c1
(47) CCCC(=O)Nc1c(-c2ccccc2)c(=O)c(C)nn1-c1ccc(C)cc1
(48) C/C(=N\NC(=O)c1cccc([N+](=O)[O-])c1)c1cccnc1
(49) COc1cccc(/C=N\NC(C)=O)c1OC/C=C/c1ccccc1
(50) CC1(C)CC2(CCO1)CNC(=O)O2 (stereo unspecified)
entry no.,41,42,43,44,45,46,47,48,49,50
Tb PYK inh,0%,1%,-5%,6%,-15%,0%,4%,-4%,-6%,2%
Sm TGR block,-10%,50µM*,1%,7%,-4%,1%,0%,2%,-6%,0%
Pf growth 96h,u,u,23%,u,u,56%[activator],-33%,-25%,-20%,0%
LmPK inh,-1%,7%,-1%,2%,5%,2%,-1%,-4%,4%,0%
Pf growth 48h,u,-18%,-2%,u,-22%,30%[activator],-2%,41%[activator],u,10%
HCV inh,18%,15%,u,u,3%,-23%,5%,4%,x,20%

(51) COc1ccc(NC(=O)Cn2nnc(C(=O)NCCc3ccc(OC)c(OC)c3)c2N)cc1
(52) CC1CCN(S(=O)(=O)c2cccc(-c3cn4cc(Cl)ccc4n3)c2)CC1
(53) CCCCc1c(O)nc(SCC(=O)NCCc2ccc(OC)c(OC)c2)[nH]c1=O
(54) Cc1cc(=O)n2nc(N3CCC(C(=O)NCc4ccccc4Cl)CC3)sc2n1
(55) CC(CN1CCOCC1)OC(=O)COc1ccc(F)cc1 (stereo unspecified)
(56) Cc1cccc(CCNC(=O)Cc2ccc(NC3=NC4CS(=O)(=O)CC4S3)cc2)c1 (stereo unspecified)
(57) CCc1ccc(NC(=O)CNS(=O)(=O)c2c(C)noc2C)cc1
(58) COc1ccc(C(=O)N(C)CCCC2CCCC2)cc1OC1CCN(C(C)C)CC1
(59) O=C(Nc1cccc(S(=O)(=O)N2CCCCC2)c1)c1ccc2c(c1)OCO2
(60) O=C(Nc1ncn[nH]1)c1ccc(Cl)c(S(=O)(=O)N2CCCCCC2)c1
entry no.,51,52,53,54,55,56,57,58,59,60
Tb PYK inh,-7%,-1%,-2%,0%&3%,-1%,2%,-7%,-1%,-6%,-1%
Sm TGR block,12%,6%,0%,0%&10%,-2%,3%,2%,3%,-8%,4%
Pf growth 96h,u,x,5.9µM*,12µM*,18%,u,u,34%[activator],-7%,5%
LmPK inh,1%,0%,1%,1%,0%,-7%,1%,0%,4%,-3%
Pf growth 48h,-10%,-2%,27%,u,76%[activator],1%,10%,9%,12%,x
HCV inh,u,u,6%,-18%,-11%,17%,14%,u,u,-15%

(61) O=C(N/N=C/c1cccc(Oc2ccccc2)c1)c1cccc(O)c1
(62) CCc1noc(C)c1C(=O)Nc1ccc(S(=O)(=O)N2CCCCC2)cc1
(63) CC1CCN(c2ccc3nnc(CCC(=O)NCCCOC(C)C)n3n2)CC1
(64) N#CCCN(C(=O)COC(=O)c1cc(=O)c2ccccc2o1)c1ccccc1
entry no.,61,62,63,64
Tb PYK inh,4%,1%,-2%,6%
Sm TGR block,7%,1%,5%,2%
Pf growth 96h,u,u,10%,u
LmPK inh,2%,x,4%,x
Pf growth 48h,2%,u,-29%[0.00184 µM],-20%
HCV inh,-5%,u,2%,2%

No enrichment for hits, and some 16% of all compounds hit somewhere here.
